From PubChem BioAssay
rCAG binder: molecules binding r(CAG) RNA repeats | inhibition, % at 3 µM | r(CAG) RNA repeat, TO-PRO-1 dye displacement fluorescence | hit rate 1.3% among 370,000;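 active = inhibition above the plate cutoff, the mean of all test compounds on that plate plus 3 SD, cut at about 35% in these data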;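 also: 0% = DMSO alone and 100% = 100 µM mitoxantrone as full dye displacement; higher means more dye released from RNA so lower well fluorescence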
ARFGAP1 inhibitor: inhibitors of rat ARFGAP1. Arfgap1-stimulated ARF1 GTP hydrolysis, GDP FP detection. inhibition, % at 16.5 µM. hit rate 0.26% among 360,000. AID 651572;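 active = inhibition above a per-plate limit, mean inhibition of low control wells plus 3 SD, cut at about 25% in these data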;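 also: 0% = DMSO wells with enzyme and 100% = wells lacking Arfgap1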
Target sequence (Q62848 1-136 limits assumed): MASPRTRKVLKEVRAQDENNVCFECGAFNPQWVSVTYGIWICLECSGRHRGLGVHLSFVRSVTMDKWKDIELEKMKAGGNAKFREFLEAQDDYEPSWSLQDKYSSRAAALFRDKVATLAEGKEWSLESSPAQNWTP
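System: truncated rat Arfgap1 GAP domain / Benchmarks: high control wells lacking Arfgap1, low control full reaction with DMSO / Times: compound-enzyme preincubation 20 min, reaction 120 min, detection 60 min, 25 °C / Repeats: one replicate per compound / Also added: human ARF1(Δ1-17)-GTP substrate / Measured by: Tracer-displacement fluorescence polarization with EDTA stop, 620/688 nm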
HTRA1 inhibitor: inhibitors of human serine peptidase HTRA1. Q92743. recombinant HTRA1, FP-rhodamine activity-based probe, fluorescence polarization. inhibition, % at 5.96 µM. hit rate 0.5% among 340,000; in the data active = inhibition above about 36%;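 also: 0% = enzyme with DMSO and 100% = wells lacking enzyme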
Target sequence (Q92743 whole entry, looked up): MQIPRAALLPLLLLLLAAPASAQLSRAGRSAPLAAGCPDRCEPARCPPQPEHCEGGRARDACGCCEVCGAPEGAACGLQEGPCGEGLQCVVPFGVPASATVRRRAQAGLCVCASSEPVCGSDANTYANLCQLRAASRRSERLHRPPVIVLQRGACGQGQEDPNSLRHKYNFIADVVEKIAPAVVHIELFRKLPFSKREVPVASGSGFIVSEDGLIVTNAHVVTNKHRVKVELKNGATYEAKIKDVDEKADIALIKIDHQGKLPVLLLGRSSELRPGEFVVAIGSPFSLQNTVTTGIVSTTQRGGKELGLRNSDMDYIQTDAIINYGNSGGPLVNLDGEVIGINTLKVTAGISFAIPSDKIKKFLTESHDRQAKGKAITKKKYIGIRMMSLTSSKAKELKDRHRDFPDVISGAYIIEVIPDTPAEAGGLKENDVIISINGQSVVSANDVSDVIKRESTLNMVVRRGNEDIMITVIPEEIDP
SMARCA2 act: SMARCA2 function activation, primary screen. MG213 cells, MMTV-luciferase reporter, dexamethasone, overnight. activation, % at 9.1 µM. hit rate 1% among 370,000. AID 652017; in the data active = activation above about 7.8%;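 also: 0% = vehicle wells and 100% = reference activator wells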
NPR1 activator: GC-A (human) enzyme activation | activation, % at 10 µM | P16066 | HEK293 GC-A cells, cGMP TR-FRET, EC30 ANP; 0% at EC30 ANP, 100% saturating ANP | hit rate 0.14% among 370,000; in the data active = activation above about 40%
ASAP1 GAP inh: ASAP1 ArfGAP inhibition. inhibition, % at 16.5 µM. hit rate 0.19% among 360,000. ASAP1-stimulated ARF1 GTP hydrolysis, GDP FP detection. AID 624377; in the data active = inhibition above about 25%;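 also: 0% = vehicle with enzyme and substrate and 100% = no enzyme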
Target sequence (Q9ULH1 325-724 limits assumed): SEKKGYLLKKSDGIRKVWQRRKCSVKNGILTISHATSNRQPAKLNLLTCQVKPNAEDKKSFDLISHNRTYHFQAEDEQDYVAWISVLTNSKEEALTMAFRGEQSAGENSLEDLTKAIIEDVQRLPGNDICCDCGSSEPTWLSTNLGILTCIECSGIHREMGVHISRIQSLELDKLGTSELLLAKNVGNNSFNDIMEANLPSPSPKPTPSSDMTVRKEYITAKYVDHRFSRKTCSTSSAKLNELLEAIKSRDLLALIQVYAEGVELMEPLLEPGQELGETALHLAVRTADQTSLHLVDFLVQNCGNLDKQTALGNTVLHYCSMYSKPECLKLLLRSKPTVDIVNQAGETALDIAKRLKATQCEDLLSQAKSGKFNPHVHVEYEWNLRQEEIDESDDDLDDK
NPR2 activator: GC-B (human) receptor activation; P20594; HEK293-GC-B cells, CNP EC30, cGMP TR-FRET; 0% at EC30 CNP, 100% saturating CNP; activation, % at 10 µM; hit rate 0.11% among 370,000; AID 1920062;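 active = activation at 10 µM reaching about 35% in either raw or pattern-adjusted values, limit read from the data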
NR1D1 modulator: Rev-erb alpha (human) modulation; Rev-erbα–FITC-DNA binding, fluorescence polarization, 90 min; hit rate 0.79% among 370,000; AID 1259318; activity, % at 10 µM;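 active = activity above about 14%, limit read from the data; passing the limit was not always enough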;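 also: 0% = DMSO wells with 35 nM protein and 100% = DMSO wells with 750 nM protein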
PG9 Ab binder: binds the HIV-1 gp120 antibody PG9; TR-FRET gp120-PG9 antibody binding; inhibition, % at 6.7 µM; hit rate 0.43% among 360,000; AID 624416; in the data active = inhibition above about 8.5%
mABHD4 FP: ABHD4 (mouse) inhibition, primary FP screen; Q8VD66; purified mABHD4, FP-Rh probe fluorescence polarization; inhibition, % at 8.92 µM; hit rate 0.54% among 370,000; AID 720543;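 active = inhibition exceeding the mean over every tested compound plus 3 SD, cut at about 30% in these data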;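 also: 0% = plate median of compound wells and 100% = S159A mutant with DMSO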
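Assay system: mABHD4 protein; medium: HEPES pH 7.0, NaCl, Pluronic buffer; dosing: 8.92 µM, single dose; schedule: 45 min + 60 min at 25 °C; signal: FP readout, ex 525 nm / em 598 nm; read-out: normalized percent inhibition of probe labeling; repeats: single replicate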
An asterisk follows results filed as active; / = no result given.

SMILES | rCAG binder | ARFGAP1 inhibitor | HTRA1 inhibitor | SMARCA2 act | NPR1 activator | ASAP1 GAP inh | NPR2 activator | NR1D1 modulator | PG9 Ab binder | mABHD4 FP
COc1c(O[C@@H]2O[C@H](CO)[C@@H](O)[C@H](O)[C@H]2O)cc2c(c1OC)-c1ccc(SC)c(=O)cc1C(NC(C)=O)CC2 (some centres undefined) | 3 | 12 | 11 | 0 | 5 | -6 | -4 | 1 | -3.2 | -3
Cn1nnnc1Sc1ncnc2scc(-c3ccccc3Br)c12 | -4 | -1 | -27 | 0 | 1 | -7 | -5 | -1 | -1.7 | -1
CCNC(=S)N(Cc1cccs1)Cc1cc2cc(OCC)ccc2[nH]c1=O | 3 | -6 | -7 | -4 | 2 | -5 | -1 | 2 | -0.5 | -3
C=C(Cl)COc1ccc2c(C)cc(=O)oc2c1 | -3 | 3 | 4 | 0 | -2 | 11 | 1 | 6 | 1.3 | 0
O=C1CC(C(=O)Nc2ccccc2)C2(CCCC2)O1 (centres undefined) | 0 | -8 | 6 | 0 | 0 | -8 | 4 | -5 | -1.3 | 7
COC(=O)c1c(C)[nH]c(C(=O)/C=C/c2ccccc2)c1C | -1 | 11 | -3 | 2 | -2 | -10 | -3 | -3 | 0.1 | -2
O=C(NCc1ccccc1)C1CCN(S(=O)(=O)N2CCCCCC2)CC1 | -5 | -6 | 2 | -1 | 4 | 3 | 3 | -2 | 2.1 | 4
COc1ccccc1CCC(=O)OCC(=O)Nc1cc(S(=O)(=O)N2CCOCC2)ccc1C | -4 | -6 | 1 | -2 | -1 | 4 | 4 | 0 | 1.0 | -3
COc1ccc(S(=O)(=O)N2CCC(C(N)=O)(N3CCCCC3)CC2)cc1 | 2 | 14 | -2 | 2 | 0 | -9 | -2 | -1 | -7.1 | 2
Cc1cc(C(=O)COC(=O)CNC(=O)c2ccco2)c(C)n1Cc1ccco1 | 2 | 3 | 2 | 1 | 0 | 11 | -3 | -6 | -1.1 | 3
CC(C)(CNC(=O)c1ccc(NS(=O)(=O)c2ccc(Br)cc2)cc1)N1CCOCC1 | 0 | 9 | 3 | -2 | 2 | 11 | -6 | -1 | -1.0 | 8
COc1ccc(OC)c(S(=O)(=O)N2CCN(c3ccccn3)CC2)c1 | -6 | -2 | -2 | -2 | -2 | 0 | -3 | 2 | 1.3 | -5
COCCn1ccc2c(OCC(=O)NCc3ccc(C)cc3)cccc2c1=O | -6 | 7 | -2 | -1 | -1 | -9 | -2 | 5 | 1.5 | -6
CCc1ccccc1N(C(=O)c1snc(C(N)=O)c1N)C(C(=O)NCC1CCCO1)c1ccc(N(C)C)cc1 (centres undefined) | 5 | 3 | -3 | -2 | 0 | -8 | -2 | 11 | 0.9 | 0
CN(CC(=O)Nc1ccccc1Cl)C1CCCCC1 | -5 | -6 | 7 | 4 | 0 | 0 | 0 | 0 | -4.0 | 6
COc1ccc(CNc2nc3c(c(=O)n(Cc4ccc(Br)cc4)c(=O)n3C)n2C)cc1 | 0 | -3 | -2 | -3 | 7 | 3 | 16 | -4 | 0.8 | 3
CC(C)[C@H](NC(=O)C1CC(=O)N(c2ccc(F)cc2)C1)C(=O)N1CCCCC1 (some centres undefined) | -5 | -1 | 8 | -1 | 4 | 6 | -1 | -2 | 1.3 | 2
Clc1ccc(-c2c[n+](Cc3ccc(Br)cc3)c3n2CCCCC3)cc1 | 5 | -12 | -2 | 0 | 5 | 10 | -5 | -2 | 0.9 | 3
Cc1ccc(Cn2c(SCC(=O)NCC3CCCO3)nc3ccsc3c2=O)cc1 (centres undefined) | -3 | 12 | -3 | -3 | 7 | -7 | 7 | 0 | 1.7 | 2
COc1ccccc1N1CCN(S(=O)(=O)c2ccccc2F)CC1 | -7 | 11 | -1 | 0 | -2 | -6 | 2 | -4 | 0.1 | 1
COC(=O)c1cc(CNC(=O)c2ccc(S(=O)(=O)N(C)c3ccccc3)cc2)ccc1OC | 4 | -7 | -3 | -3 | -4 | -3 | 4 | -3 | 1.2 | -8
O=[N+]([O-])c1ccc(Oc2cccnc2)c([N+](=O)[O-])c1 | 1 | -8 | -1 | 2 | 2 | 9 | 2 | 1 | -0.3 | -1
COc1ccc(C(=O)Nc2nc(C)c(C)s2)cc1OC | -3 | 3 | -3 | 6 | 2 | 9 | 1 | -3 | -1.0 | 6
CCCCOC(=O)Nc1nc2ccccc2s1 | 3 | -7 | 0 | 5 | 1 | 5 | 3 | -2 | -2.2 | 0
CCOC(=O)/C(=C\c1ccccc1)C(=O)c1cc(C(C)=O)c(Nc2ccccc2)s1 | 1 | 1 | -5 | -1 | -18 | 3 | -11 | -1 | -1.8 | -3
COc1ccccc1-c1noc(CCCC(=O)NC2CCCC2)n1 | -4 | -1 | -3 | -2 | -5 | -9 | -2 | -5 | -0.2 | -1
Cc1ccc(-c2cnn3c(N4CCOCC4)cc(C)nc23)cc1 | -3 | -5 | 2 | -1 | 2 | -13 | -5 | -2 | -2.5 | 3
CCC(=O)Nc1cccc(NC(=S)NC(=O)c2cc3ccccc3o2)c1 | -3 | -8 | -4 | 12* | -4 | -4 | -2 | 5 | 0.6 | -2
COc1ccccc1N1CCN(CC(=O)NCc2ccc(Cl)cc2)CC1 | 0 | 9 | 4 | 0 | 0 | 7 | -2 | -1 | -1.1 | -1
Cc1cc(C(=O)OCC(=O)NCCCN2CCCC2=O)c2ccccc2n1 | -2 | 14 | 9 | -2 | -5 | -7 | -10 | -4 | 2.0 | 2
Cn1ncc(N=Cc2ccccc2O)c1C(=O)Nc1ccccc1 | 1 | 6 | 9 | -1 | 5 | -20 | -4 | 6 | -0.1 | -6
C=CCC1(/C=N/O)CCOC(C)(C)C1 (centres undefined) | -2 | -5 | 5 | -1 | 0 | 2 | 4 | -3 | -0.4 | 4
CCc1nc2c(OCc3ccc(Cl)cc3)cccn2c1N(C)C(=O)c1ccncc1 | 3 | 11 | / | 3 | -2 | 2 | 1 | -4 | -0.4 | 7
Cc1ccc2[nH]cc(C(=O)CN3CCN(c4ccccc4F)CC3)c2c1 | 4 | 4 | -18 | -2 | 3 | 3 | -3 | 1 | 0.2 | 1
O=C(NCc1ccccn1)[C@@H]1CCCN1C(=O)[C@@H]1CCCN1C(=O)c1ccccc1 | -1 | -4 | / | 4 | 1 | -5 | -1 | 4 | 1.1 | -4
O=C(Nc1c(-c2ccccc2)nc2ccccn12)c1ccccc1F | 3 | 2 | 11 | -3 | 0 | -4 | 8 | 1 | -0.9 | 7

Arranged by heavy-atom count (lowest first): three of the compounds above
SMILES | rCAG binder | ARFGAP1 inhibitor | HTRA1 inhibitor | SMARCA2 act | NPR1 activator | ASAP1 GAP inh | NPR2 activator | NR1D1 modulator | PG9 Ab binder | mABHD4 FP
C=CCC1(/C=N/O)CCOC(C)(C)C1 (centres undefined) | -2 | -5 | 5 | -1 | 0 | 2 | 4 | -3 | -0.4 | 4
Clc1ccc(-c2c[n+](Cc3ccc(Br)cc3)c3n2CCCCC3)cc1 | 5 | -12 | -2 | 0 | 5 | 10 | -5 | -2 | 0.9 | 3
CCc1ccccc1N(C(=O)c1snc(C(N)=O)c1N)C(C(=O)NCC1CCCO1)c1ccc(N(C)C)cc1 (centres undefined) | 5 | 3 | -3 | -2 | 0 | -8 | -2 | 11 | 0.9 | 0

(cont.)
SMILES | rCAG binder | ARFGAP1 inhibitor | HTRA1 inhibitor | SMARCA2 act | NPR1 activator | ASAP1 GAP inh | NPR2 activator | NR1D1 modulator | PG9 Ab binder | mABHD4 FP
N#CC1=C(N)Oc2cc3ccccc3cc2C1c1cccs1 (centres undefined) | 13 | 5 | -41 | 4 | -11 | 8 | -8 | 0 | -2.1 | -27
Cc1ccc(NS(=O)(=O)c2c(C(=O)N3CCCCCC3)c(C)n(C)c2C)c(C)c1 | -7 | 5 | 1 | -2 | -4 | 7 | 0 | 4 | -0.9 | 8
COc1cccc(NC(=O)c2ccc(S(=O)(=O)N3CCCC3)cc2)c1 | 0 | 9 | -13 | -3 | 0 | -16 | 3 | 6 | 1.2 | 0
Cc1ccccc1NC(=O)Cn1cnc2c(oc3nc4c(cc32)CCCC4)c1=O | 9 | 2 | -1 | 5 | 4 | -14 | 1 | 5 | 0.1 | 1
Cc1nc(-c2ccccc2)sc1C(=O)CSc1ccc(Br)cc1 | 5 | 14 | 1 | 1 | -3 | 11 | 7 | 5 | -1.9 | 2
Cc1ccc(S(=O)(=O)Cc2ccc(C(=O)O)o2)cc1 | 10 | -1 | 6 | -1 | 2 | -5 | -2 | -6 | -0.3 | 13
COc1cc(C(=O)NCCN=C2NS(=O)(=O)c3ccccc32)cc(OC)c1OC | -3 | -6 | 1 | -3 | -5 | -16 | 0 | 0 | -0.1 | -1
CCc1ccc(C(C)NC(=O)/C(C#N)=C\c2cn[nH]c2-c2ccccc2)cc1 (centres undefined) | 2 | 14 | -65 | -1 | 2 | 3 | -6 | -2 | -1.6 | -40
C=CCOc1ccc(C=Nc2ccc(Cl)cc2)c(O)c1 | 0 | 5 | 1 | 3 | 4 | 3 | -3 | 3 | 0.1 | -1
NS(=O)(=O)c1ccc(CCNC(=O)C2CCN(C(=O)Nc3ccccc3)CC2)cc1 | 2 | -8 | 3 | 1 | -2 | -17 | 1 | 1 | -1.4 | -5
COc1ccccc1NC(=S)N/N=C/c1ccc(O)cc1 | 12 | -4 | -2 | 3 | 2 | 3 | 2 | 2 | -0.1 | 2
O=C(CNC(=O)c1ccco1)OCC(=O)c1ccccc1 | 5 | -1 | -1 | -5 | 7 | 2 | -1 | 0 | -2.3 | -9
Cc1[nH]n(-c2ccc([N+](=O)[O-])cc2)c(=O)c1C=NCCN1CCN(C(=O)c2cccc(F)c2)CC1 | -2 | -12 | -4 | -1 | 5 | -12 | -4 | -5 | 1.1 | 3
O=C(COc1ccc(Cl)cc1Cl)NC1CCSC1=O (centres undefined) | 0 | -5 | -8 | 7 | 4 | 3 | -4 | -5 | -2.8 | 12
COc1ccc(/C=C/C(=O)Nc2ccc(C(C)=O)cc2)cc1S(=O)(=O)N1CCOCC1 | 2 | 9 | -3 | 0 | 0 | -4 | 2 | 1 | 1.5 | -2
CCOC(=O)c1ccccc1NC(=O)c1ccc(N(C)S(C)(=O)=O)cc1 | -1 | -4 | 8 | 0 | 1 | -6 | -3 | 2 | 3.9 | 0
O=[N+]([O-])c1ccc2nc(CCCO)[nH]c2c1 | -2 | 13 | / | -3 | 3 | -12 | 0 | -3 | -0.1 | 2
CC(=O)c1c(N2CCOCC2)nc2ccc(Br)cc2c1-c1ccccc1 | -2 | -2 | / | 4 | -30 | 0 | -14 | 20 | -1.6 | 3
COc1ccc(/C=C/c2c(-c3ccc(OC)cc3)oc(=O)c3cc(OC)c(OC)cc23)cc1 | 10 | 3 | -35 | 0 | 5 | 1 | 2 | 0 | -2.5 | -6
N=C1C(=O)NC(=O)C1c1ccccc1 (centres undefined) | 4 | -1 | -3 | -1 | 2 | 9 | 3 | -6 | -1.0 | 2
Cc1ccccc1OCc1n[nH]c(=S)n1-c1cccc(Cl)c1 | 14 | 0 | -12 | -1 | -4 | -10 | -9 | 0 | 1.0 | -4
O=C(NCCc1c[nH]c2ccccc12)c1ccc(S(=O)(=O)NCc2ccco2)cc1 | 6 | -4 | 3 | -3 | 0 | 7 | 0 | -4 | -1.0 | -8
